Screening data from PubChem BioAssay.
hERG protect = hERG rescue from dofetilide block, primary screen, cell-based, CHO-hERG, FluxOR thallium flux, dofetilide IC70. activation (rescue from dofetilide block), less the hit threshold, % at 10 µM. 310,000 tested, 0.51% active. Voltage-gated inwardly rectifying potassium channel KCNH2 (Homo sapiens), Q12809. dofetilide IC70 present. AID 1511, 2009;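 active = activation above the mean of controls blocked by dofetilide plus 5 SD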;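 note: thallium influx through hERG after potassium depolarization seen as dye fluorescence rise; in these data hits start at about 4.7%; inactives centre near -7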
PolyA inh = polyadenylation inhibitors in yeast reporter cells, primary screen, luminescence, S. cerevisiae. S. cerevisiae SKY197-pL101 polyadenylation reporter, beta-gal luminescence; efflux-impaired pdr1/pdr3 knockout yeast; score 100 = 6 SD above DMSO. AID 1875, 2009. calls only at 12 µM. 300,000 tested, 0.02% active;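 active = lowest replicate activity score at least 50, where 100 means six control SD above control mean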;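 note: yeast exposed to compound for 9 h at 30 °C; higher score means more reporter readthrough which indicates perturbed polyadenylation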
DYRK1A inh = rat Dyrk1A kinase inhibitors, primary screen, biochemical, single point, plate reader. inhibition, % at 12.5 µM. ADP-Glo luminescence, NFATc1 peptide. 310,000 tested, 0.43% active. AID 504441, 2011; in the data active = inhibition above about 50%;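 note: plate controls were vehicle with enzyme for no effect and no enzyme for full effect; many of its hits are not listed in these tables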
KCNQ1 block = inhibitors of human KCNQ1 channel, primary screen, cell-based, thallium flux, high-throughput; Potassium voltage-gated channel subfamily KQT member 1 (Homo sapiens), P51787; CHO-K1 KCNQ1, FluxOR thallium flux fluorescence; active compounds read high; B-score at 10 µM; 310,000 tested, 1.3% active; AID 2642, 2010;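 active = compounds whose thallium flux B-score, printed positive for inhibition, exceeds three library SD while starting fluorescence stays within three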;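 note: channel opened by potassium depolarization with thallium stimulus after 20 min compound exposure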
Target sequence (P51787 whole entry, looked up): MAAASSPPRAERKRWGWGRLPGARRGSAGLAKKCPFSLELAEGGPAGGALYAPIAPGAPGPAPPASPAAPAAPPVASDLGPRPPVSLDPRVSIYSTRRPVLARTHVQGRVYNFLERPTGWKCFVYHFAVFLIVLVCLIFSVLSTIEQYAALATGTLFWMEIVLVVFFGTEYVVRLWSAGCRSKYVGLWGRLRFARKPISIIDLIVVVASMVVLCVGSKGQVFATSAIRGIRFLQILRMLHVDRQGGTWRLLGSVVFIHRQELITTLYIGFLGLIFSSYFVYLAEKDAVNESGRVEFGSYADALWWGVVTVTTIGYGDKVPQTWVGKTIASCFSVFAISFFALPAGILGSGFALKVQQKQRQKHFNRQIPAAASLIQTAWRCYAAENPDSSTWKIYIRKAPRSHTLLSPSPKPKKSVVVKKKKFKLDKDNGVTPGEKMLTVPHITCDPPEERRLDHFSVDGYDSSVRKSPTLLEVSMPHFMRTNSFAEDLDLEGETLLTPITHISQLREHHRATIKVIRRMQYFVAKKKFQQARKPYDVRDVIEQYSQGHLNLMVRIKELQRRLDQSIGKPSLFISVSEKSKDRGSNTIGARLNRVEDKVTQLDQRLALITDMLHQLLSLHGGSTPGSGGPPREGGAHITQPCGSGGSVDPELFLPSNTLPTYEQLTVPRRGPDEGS
GSK3beta inhib = human GSK3beta kinase inhibitors, primary screen, biochemical, cell-free homogeneous, HTS | Glycogen synthase kinase-3 beta (Homo sapiens), P49841 | GST-GSK3beta kinase, ADP-Glo luminescence, 60 min; active compounds read low | activity score (negative = inhibition), % at 10 µM | 300,000 tested, 0.038% active | AID 2097, 2009;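 active = more than half of replicate wells score below -50%, meaning over 50% inhibition versus plate controls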;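 note: 0% = median DMSO wells and -100% = median GW8510 positive control wells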
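Test system – GST-tagged human GSK3beta kinase, cell-free · Incubation – 60 min enzyme reaction, room temperature · Signal – ADP-Glo luminescence · Also added – peptide substrate and ATP at 25 µM · Controls – DMSO neutral wells and GW8510 at 20 µM as positive · Buffer or medium – Tris/MgCl2 kinase buffer · Measure – Luminescence-derived activity versus plate DMSO and GW8510 wells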
KCNQ1 pot = potentiators or activators of KCNQ1 channel, primary screen, cell-based, thallium flux, high-throughput | 310,000 tested, 0.35% active | Potassium voltage-gated channel subfamily KQT member 1 (Homo sapiens), P51787 | B-score at 10 µM | CHO-K1 KCNQ1, thallium flux FluxOR fluorescence; active compounds read high;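 active = fluorescence ratio B-score, a plate-corrected score, at least three library SD, with initial intensity B-score within 5 SD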
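Material: CHO-K1 cells stably expressing KCNQ1. Medium: assay buffer for compound exposure, DMSO matched across wells. Reagent: K+/Tl+ depolarizing stimulus. Compound dosing: single-concentration screen. Times: 37 °C overnight plating, 90-min dark dye load, 20-min compound pretreatment. Technique: FluxOR Tl+ flux fluorescence.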
RGS4 block = RGS4 inhibitors, primary screen, cell-based, HEK293 M3R inducible RGS4, calcium flux; B-score at 10 µM; AID 463165, 2010; 310,000 tested, 0.45% active; Regulator of G-protein signaling 4 (Homo sapiens), P49798; Fluo-4 calcium flux; active compounds read high; triggered by carbachol at its EC20;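 active = B-score, a plate-corrected calcium signal, over three deviations above library mean, with baseline fluorescence within five deviations of library mean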;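 note: RGS4 expression induced by doxycycline in cells with stable M3 receptor; B-score is computed from the integrated fluorescence ratio over baseline after carbachol; higher B-score means a larger calcium signal and so more RGS4 inhibition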
KCNK3 inh = human KCNK3 channel inhibitors, primary screen, CHO cells, FluxOR thallium flux, B-score. FluxOR fluorescence; active compounds read low. B-score at 10 µM. 340,000 tested, 0.84% active. AID 602410, 2012. Potassium channel subfamily K member 3 (Homo sapiens), O14649;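 active = B-score under library mean minus 4 SD, starting fluorescence ratio at most library mean plus 5 SD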;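 note: more negative B-score means stronger inhibition of thallium flux through KCNK3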
Target sequence (O14649 whole entry, looked up): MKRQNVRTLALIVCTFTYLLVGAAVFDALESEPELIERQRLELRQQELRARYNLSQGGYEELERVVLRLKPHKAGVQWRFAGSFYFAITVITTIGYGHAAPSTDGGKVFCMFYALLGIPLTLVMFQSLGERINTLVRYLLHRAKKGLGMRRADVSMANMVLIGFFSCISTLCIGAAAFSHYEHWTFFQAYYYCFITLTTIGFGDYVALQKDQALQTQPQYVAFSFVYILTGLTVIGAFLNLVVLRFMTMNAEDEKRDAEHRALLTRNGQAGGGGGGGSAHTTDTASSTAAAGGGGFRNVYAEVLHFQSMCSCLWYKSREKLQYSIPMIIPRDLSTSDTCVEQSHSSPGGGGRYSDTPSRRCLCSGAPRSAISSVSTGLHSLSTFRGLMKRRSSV
GSK3 alpha inh = blockers of GSK3A enzyme activity – biochemical, luminescence, cell-free homogeneous, HTS, primary screen; Glycogen synthase kinase-3 alpha (Homo sapiens), P49840; GSK-3 alpha kinase, ADP-Glo luminescence, 60 min; inhibition, % at 10 µM; 320,000 tested, 0.1% active;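 in the data active = inhibition above about 50%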;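 note: GST-tagged GSK-3 alpha with peptide substrate and 25 µM ATP; 0% = DMSO neutral wells and 100% = GW8510 positive control wells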
KCNK9 inh = KCNK9 potassium channel inhibitors, primary screen, HEK293 cells, thallium flux | FluxOR thallium flux fluorescence; active compounds read low | B-score at 10 µM | 310,000 tested, 1.2% active;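 active = ratio B-score over 3 SD below the library mean, with starting fluorescence within 5 SD of its mean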;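 note: negative B-score means less thallium flux so channel inhibition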
RGS4 pot = RGS4 potentiators or activators, primary screen, cell-based, HEK293 M3R inducible RGS4, calcium flux; B-score at 10 µM; carbachol calcium flux Fluo4; active compounds read low; 310,000 tested, 0.92% active;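 active = B-score of the integrated calcium signal more than 4 SD below the library mean, with starting fluorescence not abnormally high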;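 note: negative B-score means reduced calcium response which marks RGS4 activation or potentiation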
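Assay system: HEK293 FlpIn-TREx cells, stable M3R, doxycycline-inducible RGS4 / Probe or stimulus: carbachol, ECmax concentration / Times: overnight RGS4 induction, 30 min dye load 37 °C, 20 min compound RT / Signal: kinetic calcium fluorescence imaging with Fluo4-AM dye, 2 µM / Measure: Agonist-evoked peak-minus-minimum fluorescence over baseline, integrated ratio, B score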
An asterisk follows results filed as active; i = inactive; / = no result given. An excerpt. The share of hits here may be higher or lower than overall.

SMILES	hERG protect	PolyA inh	DYRK1A inh	KCNQ1 block	GSK3beta inhib	KCNQ1 pot	RGS4 block	KCNK3 inh	GSK3 alpha inh	KCNK9 inh	RGS4 pot
CC(C)c1cn(C2OC(COC(=O)c3ccccc3)C(OC(=O)c3ccccc3)C2OC(=O)c2ccccc2)c(=O)[nH]c1=O (stereo not drawn)	-5	i	21	i	5	i	i	i	3	i	i
CCOC(=O)c1c(C)[nH]c(C)c1S(=O)(=O)N1c2ccccc2CC1C (stereo not drawn)	-5	/	/	i	-4	i	i	i	5	i	i
O=S(=O)(c1ccc(F)cc1)N1CCCN(Cc2c(F)cccc2F)CC1	-4	i	4	i	1	i	i	i	0	i	i
COc1ccc(N2CCN(CC(O)COC(C)(C)C)CC2)cc1 (stereo not drawn)	-12	i	-3	i	0	i	i	i	-2	i	i
O=C(NCCN1C(=O)S/C(=C\c2cccc(Cl)c2Cl)C1=O)C1=COCCO1	-5	/	2	i	3	i	i	i	-1	i	i
COc1cc(/C=C(\C#N)C(=O)N2CCOCC2)ccc1OCc1ccccc1	-11	i	-2	i	-1	i	i	i	0	i	i
O=C(O)c1cccc(NC(=S)NC(=O)c2cncc(Br)c2)c1	-3	i	9	i	-1	i	i	i	-2	i	i
O=C(Nc1ccc(S(=O)(=O)N2CCCC2)cc1)C1CCN(S(=O)(=O)c2ccc(F)cc2)CC1	-13	i	/	i	2	i	i	i	-1	i	i
CNC(=O)COc1coc(CN2CCN(c3ccc(OC)cc3)CC2)cc1=O	-3	i	-4	i	-4	i	i	i	-4	i	i
CCCOc1ccc(/C=N/NC(=O)C2CCCN2S(=O)(=O)c2ccc(Cl)cc2)cc1 (stereo not drawn)	-9	i	-2	i	1	i	i	i	-3	i	i
CCOCC(=O)Nc1ccc(C(=O)Nc2ccccc2Cl)cc1	-10	i	/	i	2	i	i	/	-1	i	i
O=C(COC(=O)c1cccc([N+](=O)[O-])c1)NC1CCCC1	0	i	2	i	0	i	i	i	0	i	i
CC(=O)Nc1ccc(NC(=O)CC23CC4CC(CC(C4)C2)C3)cc1	-1	i	6	i	1	i	i	i	0	i	i
CCOC(=O)c1sc(NC(=O)CC)nc1C	-7	i	3	i	-2	i	i	i	15	i	i
Cc1ccc(CCNC(=O)CCCn2nc(C)c3c(C)n(-c4ccc(C)cc4)nc3c2=O)cc1	-5	i	/	i	-1	i	i	i	-1	i	i
COc1ccc(C)cc1NC(=O)Nc1ccncc1	-11	i	9	i	2	i	i	i	-1	i	i
CCOC(=O)c1c(C)n(C)c2ccc(OC)c([N+](=O)[O-])c12	-14	i	-60	i	-3	i	i	i	3	i	i
O=C(NCCN1CCOCC1)C1(C(F)(F)F)C/C(=C\Cc2ccccc2)CCCO1 (stereo not drawn)	-13	i	3	i	1	i	i	i	2	i	i
COc1ccc(NC(=S)N2CCN(Cc3ccco3)CC2)c(OC)c1	-6	i	6	i	1	i	i	i	-4	i	i
CCOC(=O)C1(CC2CCCCO2)CCN(Cc2ccccc2-c2ccco2)CC1 (stereo not drawn)	-11	i	-5	i	1	i	i	i	4	i	i
O=C(Nc1nnc(Cc2ccccc2)s1)C1CCN(C(=O)c2ccco2)CC1	-6	i	3	i	1	i	i	i	-1	i	i
CC(=O)c1c(C)[nH]c(C(=O)CSc2nnc(-c3ccco3)n2Cc2ccccc2)c1C	-11	i	7	i	3	i	i	i	1	i	i
COC(=O)C(C#N)c1nc2ccccc2nc1N1CCCC1 (stereo not drawn)	-6	i	-9	i	5	i	i	i	-3	i	i
O=C(O)CC1S/C(=N\N=C/c2ccccc2O)N(c2ccc(O)cc2)C1=O (stereo not drawn)	-4	i	0	i	2	i	i	i	5	i	i
CN1CCN(Cc2nc3c([nH]2)c(=O)[nH]c(=O)n3C)CC1	-15	i	9	i	-1	i	i	i	0	i	i
COc1cccc(N2CCN(c3nc(C)c(C)c(=O)[nH]3)CC2)c1	2	i	1	i	-4	i	i	i	-2	i	i
COc1cc(N=C2C(=O)N3CCCc4cccc2c43)cc(OC)c1	-2	i	-4	i	2	i	i	i	-1	i	i
O=C(N/N=C\c1cccc(Cl)c1)c1n[nH]c2c1CCCC2	-4	i	1	i	0	i	i	i	12	i	i
COc1ccc(N(CC(=O)N2CCc3ccccc3C2)S(C)(=O)=O)cc1OC	-14	i	3	i	0	i	i	i	-1	i	i
CC1(C)Cc2c(sc(NC(=O)COc3cccc4ccccc34)c2C#N)C(C)(C)N1	-7	i	15	i	-5	i	i	i	1	i	i
O=C(OCCCN1C(=O)c2ccccc2C1=O)c1ccco1	-5	i	8	i	-1	i	i	i	-3	i	i
Cn1c(=O)c2c(nc(N3CCc4ccccc4C3)n2C)n(C)c1=O	-5	i	0	i	2	i	i	i	7	i	i
O=c1[nH]c(C2CCN(S(=O)(=O)c3ccccc3)CC2)nc2c1nnn2Cc1cccc(Cl)c1	-9	i	0	i	-3	i	i	i	0	i	i
Cc1cccc(C(C)C)c1NC(=O)C1CN(S(=O)(=O)c2ccccc2)CCN1S(=O)(=O)c1ccccc1 (stereo not drawn)	-4	i	5	i	4	i	i	i	8	i	i
C=CCn1cc(C(=O)NCCCOC)c(=O)c2cc(S(=O)(=O)N(CC)CC)ccc21	-14	i	3	i	1	i	i	i	-1	i	i
N#Cc1ccc(OCC(=O)OCC(=O)NCCC2=CCCCC2)cc1	-8	i	-2	i	-5	i	i	i	-2	i	i
CC1(c2ccc([N+](=O)[O-])cc2)NC(=O)NC1=O (stereo not drawn)	-15	i	-5	i	-4	i	i	i	1	i	i
C=CCn1c(=S)[nH]c2ccc(Br)cc2c1=O	10*	i	-2	i	/	19*	i	i	-2	i	i
COc1cc(C(=O)N2CCN(C(=O)c3cccc4ccccc34)CC2)cc(OC)c1OC	-7	i	2	i	1	i	i	i	-2	i	i
COc1ccc(Cl)cc1C(=O)NCC(c1ccco1)N1CCCC1 (stereo not drawn)	-8	i	2	i	1	i	i	i	1	i	i

Quoted at random: two records from the list
SMILES	hERG protect	PolyA inh	DYRK1A inh	KCNQ1 block	GSK3beta inhib	KCNQ1 pot	RGS4 block	KCNK3 inh	GSK3 alpha inh	KCNK9 inh	RGS4 pot
COc1ccc(N(CC(=O)N2CCc3ccccc3C2)S(C)(=O)=O)cc1OC	-14	i	3	i	0	i	i	i	-1	i	i
CC1(C)Cc2c(sc(NC(=O)COc3cccc4ccccc34)c2C#N)C(C)(C)N1	-7	i	15	i	-5	i	i	i	1	i	i

Later entries:
SMILES	hERG protect	PolyA inh	DYRK1A inh	KCNQ1 block	GSK3beta inhib	KCNQ1 pot	RGS4 block	KCNK3 inh	GSK3 alpha inh	KCNK9 inh	RGS4 pot
CCC1=NN2C(=N)/C(=C\c3cccn3-c3ccc(C)c(C)c3)C(=O)N=C2S1	-14	i	-1	i	0	i	i	i	-5	i	i
Cc1cccc(Nc2nc(-c3c(C)nc4ccccn34)cs2)c1	-10	i	1	i	3	i	i	i	-1	i	i
CNC(=O)C(=O)NCCN1CCN(S(=O)(=O)c2ccc3ccccc3c2)CC1	-9	i	-2	i	0	i	i	i	-1	i	i
Cc1cc(NS(=O)(=O)c2ccc(Nc3nc(-c4ccc(C)c(C)c4)cs3)cc2)no1	-3	i	5	i	-1	i	i	i	-3	i	i
NC(=O)NC(=O)COC(=O)c1ccccc1Oc1ccccc1	-1	i	6	i	5	i	i	i	2	i	i
CCCN1CCN(C(=O)Cn2ncc3c([nH]c4ccc(C)cc43)c2=O)CC1	-11	i	-1	i	1	i	i	i	2	i	i
COc1cccc(C(c2nnnn2Cc2ccco2)N2CCN(Cc3ccccc3)CC2)c1OC (stereo not drawn)	-4	i	-7	i	-1	i	i	i	1	i	i
CC(C)Oc1ccc(NC(=O)CCC(=O)O)cc1	-14	i	-2	i	2	i	i	i	5	i	i
O=C(CCC(=O)c1ccc(F)cc1)NCc1ccccc1C(F)(F)F	-7	i	-4	i	-3	i	i	i	-2	i	i
CCn1c(CNC(=O)C2CCCCC2)cc2cc(C)ccc21	-1	i	2	i	0	i	i	i	2	i	i
COc1ccccc1OCCOCCOc1c(C)cc(C)cc1Br	-6	i	4	i	-2	i	i	i	1	i	i
COC(=O)c1ccc(NC(=O)c2cn(-c3ccccc3)nc2-c2ccncc2)cc1	-8	/	-4	i	1	i	i	i	-2	i	i
O=C(NCc1ccco1)c1cccc(NC(=O)c2ccccc2)c1	-7	i	0	i	0	i	i	i	-2	i	i
CCOc1ccc(-c2nonc2NC(=O)c2ccco2)cc1OCC	-1	i	1	i	3	i	i	i	-1	i	i
CC(=O)Nc1c(C(=O)c2ccccc2)oc2ccccc12	-19	i	0	i	8	i	i	i	1	i	i
Cc1ccc(CC(=O)O/N=C(\N)Cc2ccc([N+](=O)[O-])cc2)cc1	0	i	1	i	0	i	i	i	-3	i	i
O=c1cc(O)n(-c2ccc(Cl)cc2)c(=S)[nH]1	-11	i	-6	i	-3	i	i	i	-1	i	i
CC(C)c1ccc(NC(=O)NCc2ccc3c(c2)OCO3)cc1	4	i	0	i	4	i	i	i	-1	i	i
COc1ccc(-c2nnc(NC(=O)Cc3ccccc3)s2)c(OC)c1	-8	i	13	i	-6	i	i	i	0	i	i
O=C(NC1CC1)C1=C[C@@H](c2ccc(Br)cc2)C[C@@H](OCCCCO)O1	-6	i	-2	i	-1	i	i	i	-2	i	i
COc1cc(/C=C/C(=O)N2CCN(c3ccccn3)CC2)cc(OC)c1OC	-11	i	1	i	0	i	i	i	2	i	i
